# Bioassay records (PubChem BioAssay)
# PLC-beta3 inh: PLC-beta3 (human) inhibition, primary screen. Q01970. AID 720704. hit rate 0.18% among 370,000. inhibition, % at 12.2 µM. Purified PLC-beta3, fluorogenic substrate, fluorescence; in the data active = inhibition above about 11%;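 also: 0% = median of compound wells on plate and 100% = full blocker control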
# ADAM17 inh: inhibits human ADAM17 | inhibition, % at 6.95 µM | AID 720648 | hit rate 0.83% among 370,000 | P78536 | recombinant ADAM17, EDANS/DABCYL FRET peptide cleavage;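 active = inhibition above the mean of compounds lying between control limits plus 3 SD, set per campaign, cut at about 8.5% in these data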;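 also: 0% = DMSO-only wells as the low control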
# DAX1 inh-1: DAX1 (NR0B1) inhibition, primary screen | HEK293T StAR-luciferase reporter, SF-1/DAX-1 repression relief | inhibition, % at 6.8 µM | hit rate 1.1% among 370,000 | AID 652010;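 active = inhibition above the mean over all tested compounds plus 3 SD, cut at about 3.6% in these data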;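 also: 0% = DAX-1 cells with DMSO and 100% = cells lacking DAX-1 with DMSO; higher inhibition means more luminescence from relief of DAX-1 repression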
# sPLA2-III inh: Blocks human group III sPLA2 activity | inhibition, % at 12.2 µM | QFRET BODIPY PC-A2 liposome hydrolysis, fluorescence | hit rate 0.56% among 370,000 | AID 743126;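 active = inhibition above mean plus 3 SD of compounds lying within the high and low control bounds, cut at about 19% in these data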;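 also: 0% = median of test compound wells and 100% = no enzyme DMSO wells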
# hcDAF-12 act: activators of H. contortus DAF-12 nuclear receptor. HEK293 hcDAF-12 lit1-tk-luc reporter, luminescence; 0% DMSO, 100% Δ7-dafachronic acid. hit rate 1.4% among 370,000. activation, % at 6.8 µM;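 active = activation above the mean of all tested compounds plus 3 SD, cut at about 5.5% in these data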;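 also: 100% = response to 3 µM Δ7-dafachronic acid high control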
# PLCg1 inh: blocks human PLC-gamma1 enzyme activity; AID 720700; hit rate 0.84% among 370,000; inhibition, % at 12.2 µM; purified PLC-gamma1, fluorogenic substrate, fluorescence; P19174; in the data active = inhibition above about 9.5%
# DAX1 inh-2: inhibitors of human orphan nuclear receptor DAX1 (NR0B1); P51843; HEK293 Gal4-DAX1 luciferase reporter, luminescence; inhibition, % at 6.75 µM; hit rate 0.99% among 340,000; AID 504766;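 active = inhibition above the mean over all tested compounds plus 3 SD, cut at about 4.2% in these data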;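 also: 0% = DAX1-transfected cells with DMSO and 100% = empty-vector control cells with DMSO; inhibition shows as a rise in luminescence from relieved DAX1 repression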
# Target sequence (P51843 207-470 limits assumed): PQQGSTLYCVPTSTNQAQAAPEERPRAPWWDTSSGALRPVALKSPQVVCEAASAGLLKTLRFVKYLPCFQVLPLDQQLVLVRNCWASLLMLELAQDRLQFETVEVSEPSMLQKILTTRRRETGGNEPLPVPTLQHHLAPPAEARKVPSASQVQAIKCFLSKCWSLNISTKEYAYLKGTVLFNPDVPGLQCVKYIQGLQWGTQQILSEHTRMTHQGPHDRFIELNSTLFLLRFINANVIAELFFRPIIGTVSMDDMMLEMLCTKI
# hgDAF-12 ag: hgDAF-12 agonism, primary luciferase screen. hit rate 1.8% among 370,000. activation, % at 6.8 µM. HEK293 GAL4-hgDAF12 UAS-luciferase reporter, agonist luminescence; normalized to butyrate control;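 active = activation above a cutoff set at the mean of all screened compounds plus 3 SD, cut at about 10% in these data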;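 also: 0% = DMSO wells and 100% = sodium butyrate wells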
# FXN GAA850 act: frataxin GAA850 promoter activation; HEK293 lucGAA850 FXN promoter luciferase reporter, 24 h; percent of 10 µM SAHA response; activation, % at 6 µM; hit rate 0.56% among 360,000; AID 540364;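 active = activation above the average of all compounds screened plus 3 SD, cutoff fixed separately per campaign, cut at about 7.5% in these data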;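 also: 0% = DMSO wells and 100% = 10 µM SAHA wells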
# ADAM10 inh: inhibitors of human ADAM10; recombinant ADAM10, EDANS/DABCYL FRET peptide cleavage, 3 h; inhibition, % at 7 µM; hit rate 0.62% among 370,000; AID 720582;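 active = inhibition above a per-campaign cutoff equal to the mean of compounds falling between control-based bounds plus 3 SD, cut at about 20% in these data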;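 also: 0% = DMSO wells while the 100% control is not disclosed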
# Target sequence (O14672 214-748 limits assumed): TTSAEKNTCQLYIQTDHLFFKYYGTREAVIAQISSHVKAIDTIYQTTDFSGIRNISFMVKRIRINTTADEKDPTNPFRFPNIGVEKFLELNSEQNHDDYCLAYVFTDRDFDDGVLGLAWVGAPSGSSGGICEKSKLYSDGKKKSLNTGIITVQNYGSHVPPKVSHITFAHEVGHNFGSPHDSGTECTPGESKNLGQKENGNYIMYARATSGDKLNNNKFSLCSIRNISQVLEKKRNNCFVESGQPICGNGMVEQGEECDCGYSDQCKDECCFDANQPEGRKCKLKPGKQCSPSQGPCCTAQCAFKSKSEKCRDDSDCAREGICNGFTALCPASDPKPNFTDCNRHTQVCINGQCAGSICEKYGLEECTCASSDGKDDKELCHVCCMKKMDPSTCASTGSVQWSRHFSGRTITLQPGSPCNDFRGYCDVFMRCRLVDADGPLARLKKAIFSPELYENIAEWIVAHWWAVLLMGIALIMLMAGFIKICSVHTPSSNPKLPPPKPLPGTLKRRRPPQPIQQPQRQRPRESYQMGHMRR
# ssDAF12 agonist: S. stercoralis DAF-12 activation, primary screen; activation, % at 6.8 µM; hit rate 1% among 370,000; HEK293 ssDAF-12/GRIP1 lit1-tk-luc reporter, luminescence; % of 3 µM dafachronic acid response;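 active = activation above the mean over all tested compounds plus 3 SD, cut at about 0.9% in these data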;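 also: 0% = DMSO-only wells and 100% = 3 µM delta7-dafachronic acid wells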
# Starred values were filed as active, the others as inactive; i = inactive; nt = not tested or not shown.
# Start of the listing, in advance:
Structure | PLC-beta3 inh | ADAM17 inh | DAX1 inh-1 | sPLA2-III inh | hcDAF-12 act | PLCg1 inh | DAX1 inh-2 | hgDAF-12 ag | FXN GAA850 act | ADAM10 inh | ssDAF12 agonist
Nc1nccnc1C(=O)OCC(=O)NNC(=O)c1ccccc1 | -321 | i | 0.4 | 4 | -1.0 | -207 | 0.3 | 0.8 | 0.6 | i | 0.1
CCOc1ccc(C(=O)NCC(=O)OCC(=O)Nc2cccc(S(=O)(=O)N3CCCC3)c2)cc1 | -1 | -4 | 0.5 | -10 | 0.1 | 5 | 2.8 | -0.7 | 3.0 | 3 | -0.9
COc1cc(OC)c(NC(=O)Cc2cccs2)cc1Cl | -5 | -3 | 0.1 | 8 | -2.2 | 0 | -0.8 | -2.4 | 4.6 | 7 | -1.1
O=C(Cc1ccc(Cl)c(Cl)c1)N/N=C/c1cccnc1 | -6 | -1 | -0.9 | -2 | -1.7 | -4 | -0.2 | -2.7 | 0.2 | -4 | -1.4
C=CCn1c(SCC(=O)Nc2nccs2)nnc1-c1cc2cccc(OC)c2o1 | 3 | 3 | 0.0 | 1 | -0.6 | 4 | 0.8 | -2.4 | -1.0 | 9 | -2.2
C/C=C(\C)C(=O)Nc1cccc(C2=NOC3(C2)C[C@@H](C(N)=O)N(C(=O)c2ccccc2C(=O)c2ccccc2)C3)c1 (stereo partly specified) | -4 | -5 | -0.5 | -18 | -1.9 | -2 | 0.2 | 1.2 | 1.8 | 0 | -1.2
N#Cc1c(F)cccc1N1CCN(Cc2ccc3c(c2)OCO3)CC1 | -18 | 0 | -0.2 | 0 | -3.2 | -3 | -0.2 | -0.2 | 3.5 | 0 | -1.1
CN1CCN(C(=O)c2ccc(Cl)cc2)CC1 | -9 | -5 | 0.4 | 18 | -2.9 | 0 | 0.5 | -1.2 | -2.0 | -12 | -0.4
CCOc1cccc(C(=O)NC(=S)Nc2cccc(NC(=O)c3ccccc3Cl)c2)c1 | 0 | -5 | 0.5 | 7 | 2.0 | -2 | -0.8 | 1.9 | 1.0 | 8 | -0.3

# This part in full (from the top)
Structure | PLC-beta3 inh | ADAM17 inh | DAX1 inh-1 | sPLA2-III inh | hcDAF-12 act | PLCg1 inh | DAX1 inh-2 | hgDAF-12 ag | FXN GAA850 act | ADAM10 inh | ssDAF12 agonist
Nc1nccnc1C(=O)OCC(=O)NNC(=O)c1ccccc1 | -321 | i | 0.4 | 4 | -1.0 | -207 | 0.3 | 0.8 | 0.6 | i | 0.1
CCOc1ccc(C(=O)NCC(=O)OCC(=O)Nc2cccc(S(=O)(=O)N3CCCC3)c2)cc1 | -1 | -4 | 0.5 | -10 | 0.1 | 5 | 2.8 | -0.7 | 3.0 | 3 | -0.9
COc1cc(OC)c(NC(=O)Cc2cccs2)cc1Cl | -5 | -3 | 0.1 | 8 | -2.2 | 0 | -0.8 | -2.4 | 4.6 | 7 | -1.1
O=C(Cc1ccc(Cl)c(Cl)c1)N/N=C/c1cccnc1 | -6 | -1 | -0.9 | -2 | -1.7 | -4 | -0.2 | -2.7 | 0.2 | -4 | -1.4
C=CCn1c(SCC(=O)Nc2nccs2)nnc1-c1cc2cccc(OC)c2o1 | 3 | 3 | 0.0 | 1 | -0.6 | 4 | 0.8 | -2.4 | -1.0 | 9 | -2.2
C/C=C(\C)C(=O)Nc1cccc(C2=NOC3(C2)C[C@@H](C(N)=O)N(C(=O)c2ccccc2C(=O)c2ccccc2)C3)c1 (stereo partly specified) | -4 | -5 | -0.5 | -18 | -1.9 | -2 | 0.2 | 1.2 | 1.8 | 0 | -1.2
N#Cc1c(F)cccc1N1CCN(Cc2ccc3c(c2)OCO3)CC1 | -18 | 0 | -0.2 | 0 | -3.2 | -3 | -0.2 | -0.2 | 3.5 | 0 | -1.1
CN1CCN(C(=O)c2ccc(Cl)cc2)CC1 | -9 | -5 | 0.4 | 18 | -2.9 | 0 | 0.5 | -1.2 | -2.0 | -12 | -0.4
CCOc1cccc(C(=O)NC(=S)Nc2cccc(NC(=O)c3ccccc3Cl)c2)c1 | 0 | -5 | 0.5 | 7 | 2.0 | -2 | -0.8 | 1.9 | 1.0 | 8 | -0.3
COc1cc(OC)cc(C(=O)Nc2ccc(NC(=O)c3ccco3)c(Cl)c2)c1 | 3 | -30 | -0.8 | -5 | -1.4 | -5 | -1.3 | 0.6 | 4.0 | -70 | -2.2
CC(OCC(O)CNCC1COc2ccccc2O1)c1ccc(Cl)cc1 (stereo unspecified) | 0 | 2 | -0.4 | -4 | -0.9 | 3 | -0.1 | 2.9 | -1.5 | 5 | -0.6
COCC(C)n1c(C)cc(C(=O)COC(=O)c2cnc(Cl)c(Cl)c2)c1C (stereo unspecified) | -3 | -2 | 0.9 | -4 | 0.7 | -2 | 1.2 | -0.4 | 1.5 | -3 | -1.6
COC(=O)[C@]12C[C@H](CC(=O)NCc3cccc4ccccc34)C(=O)N(CCc3ccc(OC)c(OC)c3)C1=C[C@H](C1CCCC1)O[C@@H]2C | 0 | 6 | -1.6 | -20 | -3.5 | 5 | nt | -1.0 | nt | 16 | -0.9
N#Cc1ccc(S(=O)(=O)N2CCCc3nc(-c4ccc(Br)cc4)ccc32)cc1 | 1 | 0 | -0.8 | -1 | 1.1 | 1 | nt | 1.4 | nt | -1 | 1.4*
O=c1cc(CNc2cc(Cl)ccc2Cl)nc2sccn12 | -23 | -10 | 1.0 | 14 | -1.1 | -20 | -1.0 | 0.1 | 4.5 | -32 | -1.1
Cc1ccc(N(C(=O)c2ccccc2Cl)C2=NC(C)CS2)c(C)c1 (stereo unspecified) | 1 | -3 | -0.8 | -4 | -2.4 | 1 | 0.3 | -2.9 | 1.3 | 6 | -2.3
CCOC(=O)C1CCN(C(=O)C(C)(C)NC(=O)Nc2ccc(C(F)(F)F)cc2Cl)CC1 | 4 | 2 | nt | -2 | -0.6 | 3 | nt | -1.4 | nt | 7 | -1.6
CCCCn1nc(C(=O)Nc2ccccc2N2CCCC2)c2ccccc2c1=O | -1 | -6 | -1.7 | 9 | -2.2 | 2 | -0.1 | -1.4 | 1.3 | 6 | -0.8
CCC1COCCS(=O)(=O)N1Cc1ccc(F)cc1 (stereo unspecified) | 2 | -5 | 0.1 | 4 | -0.4 | -2 | 0.7 | 2.4 | -0.6 | 2 | -1.4
CN(C)c1oc(-c2ccccc2[N+](=O)[O-])nc1C#N | -13 | -6 | -0.2 | 1 | 1.6 | -6 | 2.5 | -1.7 | 0.0 | -5 | -0.9
COc1ccc(C(C)NC(=S)NCc2ccc(F)cc2)cc1OC (stereo unspecified) | -7 | -4 | 1.3 | 16 | -2.8 | 17* | -0.2 | -1.6 | 1.8 | 5 | -1.1
O=C(O)CSc1cccc[n+]1[O-] | -2 | -5 | -0.2 | 8 | -1.1 | 1 | 0.4 | -1.1 | 1.8 | -6 | -1.5
O=c1ccn(C2CC(O)C(COC(c3ccccc3)(c3ccccc3)c3ccccc3)O2)c(=O)[nH]1 (stereo unspecified) | 3 | 0 | 0.2 | -22 | -1.0 | 4 | nt | 1.4 | nt | -2 | -1.0
C=CCn1c(SCC(=O)N2CCCCCC2)nc2ccccc2c1=O | -3 | -2 | -0.5 | 1 | -2.5 | -1 | -0.9 | -3.7 | -0.8 | 0 | -1.6
CCOC(=O)c1cc(Br)c(=O)n2ccccc12 | -113 | -39 | 0.4 | 5 | -1.1 | -98 | 0.9 | 1.2 | 5.5 | -106 | -0.9
COc1cccc(N2CCN(C(=O)CN(C)S(=O)(=O)c3ccc4c(c3)CCC(=O)N4)CC2)c1 | 0 | -3 | 0.1 | -10 | 0.1 | -2 | -0.3 | -0.6 | 0.2 | -11 | -1.0
CSc1nc2ccc(NS(=O)(=O)c3ccc(CNC(C)=O)cc3)cc2s1 | -13 | -5 | -0.4 | 2 | 1.6 | -4 | 0.1 | -1.2 | 0.1 | -12 | -0.6
Cc1cc(NC(=O)CSc2nc(CCC3CCCC3)nc3ccccc23)no1 | 1 | 0 | -1.2 | -10 | -1.1 | -2 | -0.8 | -0.9 | 2.1 | 7 | -1.2
C=CCC(c1ccccc1F)N(CCN1CCOCC1)C(=O)Nc1cccc(Cl)c1 (stereo unspecified) | 7 | 0 | -0.3 | -7 | -1.5 | 5 | 3.6 | -1.1 | 0.1 | 3 | -1.4
O=S(=O)(c1cccs1)N1CCN(c2ccc(F)cc2)CC1 | -10 | -3 | -0.4 | 6 | 0.6 | -1 | -0.8 | -1.6 | 2.6 | 2 | -0.6

Structure | PLC-beta3 inh | ADAM17 inh | DAX1 inh-1 | sPLA2-III inh | hcDAF-12 act | PLCg1 inh | DAX1 inh-2 | hgDAF-12 ag | FXN GAA850 act | ADAM10 inh | ssDAF12 agonist
CC(=O)c1cccc(N(CC(=O)N2CCOCC2)S(C)(=O)=O)c1 | 5 | -2 | 0.4 | 0 | 0.1 | 0 | -0.5 | -2.1 | -3.1 | 2 | -0.7
COC(=O)[C@]12C[C@H](CC(=O)NCc3cccc(C(F)(F)F)c3)C(=O)N(Cc3ccc(Cl)cc3Cl)C1=C[C@H](COCc1ccccc1)O[C@@H]2C | 2 | -2 | -0.5 | -12 | 0.1 | 2 | nt | 3.2 | nt | -2 | -1.0
Cc1ccc2nc(CSc3nc(C)cc(C)c3C#N)[nH]c2c1 | i | -228 | 5.8* | 3 | 17* | i | 1.3 | 9.1 | 4.1 | i | 2.0*
O=C(N1CCOCC1)C12CC3CC(C1)CC(c1ccccc1)(C3)C2 | -1 | -8 | -0.2 | -7 | -1.3 | -1 | -0.7 | -1.0 | -1.0 | -7 | -1.5
O=C(N/N=C/c1ccccc1)c1c(O)c2ccccc2[nH]c1=O | -6 | -3 | 0.3 | 11 | 1.7 | -2 | 0.1 | 3.3 | 3.9 | -8 | -0.5
O=C1Nc2ccc(S(=O)(=O)NCc3ccco3)c3cccc1c23 | i | -160 | 0.1 | -11 | 4.2 | i | -1.0 | -0.3 | 4.3 | -494 | -0.9
O=C(O)C1=C[C@@H](c2ccc3c(c2)OCO3)C[C@@H](OCCCCO)O1 | -32 | -11 | 0.1 | 2 | -0.8 | -29 | -0.1 | -0.2 | -1.8 | -39 | -0.9
CC(NC(=O)CNC(=O)c1ccc2c(c1)OCO2)c1ccc(S(N)(=O)=O)cc1 (stereo unspecified) | -2 | -2 | 1.6 | -4 | 2.1 | -2 | 0.9 | -0.4 | 0.2 | -13 | -0.6
C=CCN1[C@H](CC(C)C)COc2cccc(N3CCSCC3)c2S1(=O)=O | 0 | 1 | -0.7 | 4 | -2.3 | -2 | nt | 3.9 | nt | 5 | -1.8
Cc1ccc(NC(=O)CCN2CC(C)OC(C)C2)cc1C (stereo unspecified) | -2 | -1 | 0.4 | -2 | 0.9 | -1 | -0.3 | -2.1 | 1.1 | 0 | -0.9
COc1ccc(-n2cc(CNC3CCOCC3)c(-c3cccc(F)c3)n2)cc1 | -9 | -3 | -0.4 | -9 | -0.8 | 1 | -1.0 | -3.2 | -2.4 | -9 | -1.6
CN(CC(=O)NCc1ccccc1Cl)CC(=O)Nc1ccccc1Br | -4 | -4 | -0.7 | 3 | 0.6 | 0 | -0.7 | 3.6 | 1.7 | -11 | -1.6
